# HepG2 viability – kills HepG2 cells in TGF-b inhibitor counter-screen; HepG2 CAGA-GFP viability, ATP luminescence, 18 h; Potency, µM (series often up to 46.1 µM), for inactives: at the highest dose activity change, negative = cytotoxicity, hits mostly cytotoxic; actives 0.76% (n = 410,000); further: potency means the concentration at half of the fitted maximal effect; some results filed as inactive show a strong effect at the top dose
#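 HepG2 CAGA-GFP cells (1000/well, DMEM with 1% FBS) received compound, then TGF-beta at 500 pg/mL final, and were incubated 18 hours at 37 degrees C. Viability was read by CellTiter-Glo luminescence. Media-only wells were set as complete cell-killing and DMSO as no toxicity.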
# CCT chaperon mod – cytosolic chaperonin activity modulation; actives 0.3% (n = 360,000); activity change, % (concentration not given with the values), hits read low; purified chaperonin ATPase assay, HTRF ADP detection, 30 min; AID 651819; in the data active means activity change below about -30%; further: on the % scale 0 is the no-effect control and ±100 the full control effect
#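 ATPase activity: ADP formed was measured by HTRF Transcreener (665/615 nm ratio) after 30 min at 37 deg C with 10 uM ATP. Compounds screened at one 76 uM concentration against 40 or 20 nM TRiC in Tris pH 7.4/KCl/MgCl2/DTT buffer.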
# MmCpn inh – M. maripaludis TRiC chaperonin inhibition | purified Mm-Cpn ATPase, ADP Transcreener TR-FRET | Potency, µM (doses to about 76.9 µM), for inactives: top-dose activity, negative = inhibition, hits mostly inhibitors | actives 0.031% (n = 330,000) | AID 504842; further: potency means the concentration at half of the fitted maximal effect; on the % scale 0 is the no-effect control and ±100 the full control effect; nearly all actives have a fitted effect of over 80% in size
#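 25 nM Mm-CPN + cpd, 10 min 37°C; + 10 uM ATP, 30 min 37°C; buffer 30 mM Tris pH 7.4, 100 mM KCl, 5 mM MgCl2, 1 mM DTT; Transcreener ADP HTRF detection 30 min RT.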
# TGFb SMAD3 inh – inhibitors of TGF-b signaling | HepG2 CAGA-GFP TGF-b/SMAD3 reporter, GFP fluorescence, 18 h; TGF-beta stimulated, 500 pg/mL final | Potency, µM (doses to about 46.1 µM), for inactives: at the top dose activity, negative = inhibition, most hits filed as inhibitors | actives 1.2% (n = 410,000) | AID 588855; further: potency means the concentration at half of the fitted maximal effect; on the % scale 0 is the no-effect control and ±100 the full control effect; nearly all actives have a fitted effect of over 65% in size
#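 HEPG2 CAGA-GFP, 1000 cells/well; 2 h settle, 37 C; cpd via pin tool; TGF-b 500 pg/mL final; 18 h, 37 C; GFP imaging ex488/em500-530; %Activity normalised to -TGF-b and +DMSO controls; CRC fit, curve class.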
# S2 tox – reduces viability in counter-screen for ATXN expression inhibitors. S2 cells (HEK-293 line with an ATXN2-luciferase reporter) viability, CellTiter-Fluor protease fluorescence, 24 h. Potency, µM (doses to about 56.7 µM), usual class: cytotoxic. actives 0.49% (n = 400,000); further: potency means the concentration at half of the fitted maximal effect; nearly all actives have a fitted effect of over 40% in size
# Nrf2 inh – Nrf2 pathway inhibition. A549 ARE-Fluc reporter, luciferase luminescence, 18-24 h. Potency, µM (doses to about 46 µM), inactives show at the highest dose activity change, negative = inhibition, hits mostly inhibitors. actives 2.1% (n = 360,000). AID 504444; further: potency means the concentration at half of the fitted maximal effect; on the % scale 0 is the no-effect control and ±100 the full control effect; nearly all actives have a fitted effect of over 60% in size
#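 A549 ARE_Fluc cells (5000/well, 5% FBS OPTI-MEM) pre-incubated 2 h, then treated with compounds 18-24 h at 37C/5% CO2 in concentration-response. CellTiter-Fluor viability read first; BugLite luciferase luminescence after 15 min at room temperature gives Nrf2 activity.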
# A549 viability – A549 cytotoxicity, counter-screen for Nrf2 inhibitors. A549 ARE-Fluc cells, CellTiter-Fluor viability, 18-24 h. Potency, µM (top dose mostly 46 µM), without a hit: at the top dose activity change, negative = cytotoxicity, usual class: inhibitors. actives 0.16% (n = 390,000); further: potency means the concentration at half of the fitted maximal effect; on the % scale 0 is the no-effect control and ±100 the full control effect
#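 A549 ARE_Fluc cells in 5% FBS OPTI-MEM were exposed to compounds in concentration-response for 18-24 h at 37 deg C. Viability was read by CellTiter-Fluor fluorescence (Ex 405/Em 525) after 30 min, before the luciferase read.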
# Nrf2 activator – Nrf2 pathway activation; AREc32 ARE-luciferase reporter (MCF7-derived line), luminescence, 24 h; Potency, µM (highest dose often 46.1 µM), for inactives: at the top dose activation, hits mostly activators; actives 0.31% (n = 410,000); further: potency means the concentration at half of the fitted maximal effect; % of control where 0% means no effect; nearly all actives have a fitted effect of over 65% in size
#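 AREc32 cells carrying an ARE-driven firefly luciferase, 1000 cells/well in OPTI-MEM with 5% FBS, dosed after overnight attachment and incubated 24 hr at 37 deg C. Steady-Glo luminescence read after 30 min at RT.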
# Akt phos inh – Akt phosphorylation inhibition; activity change, % for hits at 50 µM; Neuro2A IGF-stimulated pAkt S473 HTRF, 20 min; stronger effect = lower value; actives 0.32% (n = 360,000); in the data active means activity change below about -80%; inconclusive means mostly about -51% to -80%; further: on the % scale 0 is the no-effect control and ±100 the full control effect
#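 Single-point screen (50 µM final compound) in Neuro2A cells stimulated 20 min with 6 nM IGF at 37 deg C. After lysis, Ser473-phosphorylated Akt read by HTRF (ex 330 nm, em 615/665 nm) as the 665/615 ratio.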
# * = called active by the depositor; i = inactive; ? = inconclusive; / = no result given; & = joins results of further samples; [ ] = another dose, or the depositor's remark. Unless noted, the call rests on the fitted dose curve; in most records, active means well fitted curve in the direction sought with a large enough effect; inconclusive means small, poorly fitted or top-dose-only effect, or another doubt; inactive means no such curve, though single readings can be large; an effect the other way counts as inactive or inconclusive.
SMILES,HepG2 viability,CCT chaperon mod,MmCpn inh,TGFb SMAD3 inh,S2 tox,Nrf2 inh,A549 viability,Nrf2 activator,Akt phos inh
CCc1nc(N2CCN(C(=S)NCCCOC)CC2)c2c3c(sc2n1)CCCC3,-34%,1.7,2%,?,?,?,-14%,-0.1%,i
CC(=O)Nc1sc2c(c1C(N)=O)CCCC2,1%,-0.5,-3%,2%,i,-10%,-5%,0.2%,i
CCOC(=O)C1(C)CCN1C(=O)c1ccoc1 (configuration not stated),9%,0.3,/,-3%,i,/,/,0.3%,i
CCc1nnc2n1N=C(c1cccc([N+](=O)[O-])c1)CS2,46%,2.7,-1%,60%[activator],i,-3%,15%,3.4%,i
CC(NC(=O)NC(N)=O)(C(F)(F)F)C(F)(F)F,7%,3.3,-12%,8%,i,-4%,-6%,-0.1%,i
Clc1ccc(C(CCN2CCCC2)Cc2ccccc2)cc1 (configuration not stated),-8%,-2.0,-2%,8%,?,8%,2%,1.8%,i
O=C(NCCCN1CCCC1=O)c1c(O)nc2ccccn2c1=O,5%,-4.1,-1%,-7%,i,?,-1%,0.0%,/
CNC(=O)COC(=O)/C=C/c1nc2ccccc2s1,-12%,1.7,-4%,3%,/,-9%,2%,12%,i
CCOc1ccc(/C(O)=C2/C(=O)C(=O)N(CCN(CC)CC)C2c2cccs2)cc1 (configuration not stated),-28%,-1.6,-3%,-29%,i,5%,-13%,5.3%,i
Cc1scc(C(=O)NNC(=S)NCC2CCCO2)c1-c1ccccc1 (configuration not stated),-4%,1.2,1%,-2%,i,?,-4%,-0.7%,i
CSc1ncccc1C(=O)NC1CCCCCCC1,-23%,-1.1,1%,0%,i,11%,8%,0.2%,i
COc1cc(OC)c2c(-c3ccccc3)cc(=O)oc2c1C(CC(=O)N1CCOCC1)c1ccc2c(c1)OCO2 (configuration not stated),11%&-1%,0.9,-1%,-12%&-17%,i,-3%&-4%,-3%&-4%,4.8%,i
O=C(CCSc1nc(-c2ccco2)cc(C(F)(F)F)n1)N1CCN(c2ccccn2)CC1,0%,0.1,-1%,6%,i,?,-6%,-0.7%,i
CC(C)(C)NC(=O)CN(Cc1cccs1)C(=O)CCC(=O)Nc1nccs1,3%,0.2,0%,2%,i,-4%,14%,-0.3%,i
O=C1c2cccc3cccc(c23)C(=O)N1c1cccc(O)c1,6%,-0.4,0%,0%,?,-10%,-14%,5.3%,i

# Random excerpt: 2 entries already listed, in no set order.
SMILES,HepG2 viability,CCT chaperon mod,MmCpn inh,TGFb SMAD3 inh,S2 tox,Nrf2 inh,A549 viability,Nrf2 activator,Akt phos inh
CNC(=O)COC(=O)/C=C/c1nc2ccccc2s1,-12%,1.7,-4%,3%,/,-9%,2%,12%,i
CC(C)(C)NC(=O)CN(Cc1cccs1)C(=O)CCC(=O)Nc1nccs1,3%,0.2,0%,2%,i,-4%,14%,-0.3%,i

# (further entries)
SMILES,HepG2 viability,CCT chaperon mod,MmCpn inh,TGFb SMAD3 inh,S2 tox,Nrf2 inh,A549 viability,Nrf2 activator,Akt phos inh
O=C(CN1CCN(C(c2ccccc2)c2ccccc2)CC1)N1N=CCC1c1ccccc1 (configuration not stated),-49%,0.0,2%,-31%,i,0%,1%,0.8%,i
CCn1c(SC)nc(O)c(C(c2ccc(OC)c(O)c2)c2c(O)nc(SC)n(CC)c2=O)c1=O,13%,2.6,0%,-8%,i,10%,-7%,-0.6%,/
FC(F)(F)c1ccc(CN2C[C@@H]3C(c4ccc(Cl)nc4)C4(c5ccccc5)CC3(C4)[C@H]2c2ccccc2)cc1 (some centres not stated),-19%,0.6,-5%,-22%,i,-9%,4%,4.4%,i
c1ccc(-c2nccc3ccccc23)cc1,2%,1.1,/,23%,?,-6%,?,-0.5%,i
COc1ccc(-n2nnnc2SCC(=O)Nc2ccccc2)cc1,-20%,-2.7,1%,0%,i,-18%,-14%,-0.7%,i
O=C(Nc1ccc([N+](=O)[O-])cc1)OC1CCS(=O)(=O)C1 (configuration not stated),/,-0.5,/,/,i,/,/,0.2%,i
COc1ccc(N2CCN(C(=O)CSc3nc4[nH]ncc4c(=O)n3-c3ccc(Br)cc3)CC2)cc1,-33%,-1.5,1%,-18%,?,-29%,5%,0.0%,i
CNC(=S)SCCOc1ccccc1C,-9%,0.7,0%,-28%,i,-4%,4%,-0.2%,i
O=C(Nc1ccc2c(c1)OCO2)O[C@@H]1C[C@H]2CCCC(=O)N3CC[C@@H](C1)[C@@H]23,-30%,-3.5,-3%,-13%,i,-1%,1%,-0.4%,i
O=C(COc1ccc([N+](=O)[O-])cc1)Nc1nc2c(s1)CCCC2,1%,/,/,8%,/,11%,1%,-0.4%,/
CCOC(=O)c1sc2nc(C)nc(SCC(=O)NC3CCS(=O)(=O)C3)c2c1C (configuration not stated),-32%,0.0,-3%,14%,i,-15%,2%,0.5%,i
O=C(CSc1nnc(-c2ccccn2)o1)Nc1ccccc1F,-31%,-1.3,1%,-4%,?,?,-3%,0.4%,i
CCN1C(=O)[C@H]2[C@@H](c3ccc(C)cc3)N3C(=O)N(c4cccc(F)c4)C(=O)[C@@]3(Cc3ccc(Cl)cc3)[C@H]2C1=O,-6%,-5.2,-1%,?,i,-17%,-11%,4.6%,i
COc1cc(OC)c(Nc2nc3ccc(C(=O)c4ccccc4)cc3n3c(C)nnc23)cc1Cl,-1%,/,/,-2%,i,11%,1%,0.3%,/
O=C(CN1CCOCC1)c1c[nH]c2ccccc12,6%,-1.9,3%,-8%,i,-4%,4%,-0.1%,i
COc1ccc(C)cc1S(=O)(=O)N1CCN(C(=O)c2ncoc2-c2ccc(F)cc2)CC1,-16%,0.2,-1%,-1%,i,4%,6%,1.7%,i
CCCc1ccc(C(O)c2ncc(-c3ccc(C)cc3)[nH]2)cc1 (configuration not stated),-17%,-0.3,/,5%,i,/,/,5.3%,i
CC(=O)N1CC=C2C(C#N)=C(N)C(C#N)(C#N)C(CCc3ccccc3)C2C1 (configuration not stated),-1%,1.7,-1%,-21%,i,8%,6%,?,i
CCOc1ncccc1C(=O)Oc1ccc2c(c1)OCO2,5%,2.6,1%,-11%,i,2%,-8%,0.8%,i
COc1ccc(CNC(=O)C(=O)NCC(c2ccc3c(c2)OCO3)N2CCOCC2)cc1 (configuration not stated),-20%,/,/,-7%,/,/,6%,3.6%,/
COCCCNc1ccnc2c(Cl)cccc12,1%,-3.2,0%,-34%,i,-25%,-2%,0.7%,i
O=C(COC(=O)/C=C/c1ccc(Cl)cc1Cl)Nc1ccc2c(c1)OCCO2,-10%,-2.9,-4%,5%,i,8%,2%,0.4%,i
Cc1ccc(-n2nnnc2SCC(=O)Nc2cc(C)on2)c(C)c1,5%,-1.5,0%,4%,i,-3%,1%,-0.7%,i
Cc1nc2c(OCc3ccc(F)c(F)c3)cccn2c1N(C)C(=O)CCC1CCCC1,-34%,-1.8,/,?,?,/,/,-0.3%,i
COc1ccc(C2=NN(CCC(=O)NC3CCCCCC3)C(=O)CC2)cc1,-1%,0.7,0%,0%,i,-10%,-4%,-0.3%,i
COC(=O)c1cn(Nc2ncc(C(F)(F)F)cc2Cl)c(=O)c2ccccc12,-14%,-0.5,2%,-5%,i,?,-10%,0.1%,i
O=C(NCCc1c[nH]c2ccccc12)c1cc2ccccc2oc1=O,-20%,-0.8,-2%,4%,i,10%,-12%,6.0%,i
COc1ccc(N(C)C(=O)c2nn(-c3ccc(C)cc3)c(=O)n(C)c2=O)c(OC)c1,-1%,/,/,-7%,i,/,-1%,-0.4%,/
O=c1cc(CSc2ccccn2)[nH]c(=O)[nH]1,8%,3.4,-1%,20%,i,?,1%,-0.6%,i
COc1cc(-c2n[nH]c(=S)n2-c2ccc(C)cc2)cc(OC)c1OC,-10%,1.4,-4%,-3%,i,-15%,-7%,7.5%,i
O=C1N(Nc2ccccc2)C(c2ccc(Br)cc2)C12CCCC2 (configuration not stated),-22%,-0.4,-1%,-18%,/,-19%,-5%,-1.0%,/
COC(=O)c1[nH]c2cc(OC)ccc2c1NC(=O)CCN1CCN(c2ccccc2)CC1,-1%,-1.0,1%,4%,i,-5%,-1%,0.9%,i
COc1ccc(C2CC(=O)Nc3c2c(=O)nc2c(C)cccn32)cc1OC (configuration not stated),-49%,/,/,-12%,i,/,1%,-0.5%,/

# By substructure: the entries above containing two or more sulfur atoms (6)
SMILES,HepG2 viability,CCT chaperon mod,MmCpn inh,TGFb SMAD3 inh,S2 tox,Nrf2 inh,A549 viability,Nrf2 activator,Akt phos inh
CCc1nc(N2CCN(C(=S)NCCCOC)CC2)c2c3c(sc2n1)CCCC3,-34%,1.7,2%,?,?,?,-14%,-0.1%,i
Cc1scc(C(=O)NNC(=S)NCC2CCCO2)c1-c1ccccc1 (configuration not stated),-4%,1.2,1%,-2%,i,?,-4%,-0.7%,i
CC(C)(C)NC(=O)CN(Cc1cccs1)C(=O)CCC(=O)Nc1nccs1,3%,0.2,0%,2%,i,-4%,14%,-0.3%,i
CCn1c(SC)nc(O)c(C(c2ccc(OC)c(O)c2)c2c(O)nc(SC)n(CC)c2=O)c1=O,13%,2.6,0%,-8%,i,10%,-7%,-0.6%,/
CNC(=S)SCCOc1ccccc1C,-9%,0.7,0%,-28%,i,-4%,4%,-0.2%,i
CCOC(=O)c1sc2nc(C)nc(SCC(=O)NC3CCS(=O)(=O)C3)c2c1C (configuration not stated),-32%,0.0,-3%,14%,i,-15%,2%,0.5%,i

# From PubChem
